Screening data as filed in PubChem BioAssay.
PfGluPho inh – PfG6PD enzyme inhibitors, primary screen, biochemical, fluorescence intensity, uHTS; glucose-6-phosphate dehydrogenase-6-phosphogluconolactonase (Plasmodium falciparum 3D7); PfGluPho enzyme, NADPH resazurin-diaphorase fluorescence; inhibition, % at 20 µM; 350,000 compounds, 0.78% hits; AID 504690, 2011;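 active = inhibition reaching at least a set limit at 20 µM in the primary screen, cut at about 59% in these data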;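 also: 0% = DMSO wells with substrate and 100% = DMSO wells lacking glucose-6-phosphate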
MIN6 prolif – inducers of MIN6 beta-cell proliferation, primary screen, ATP luminescence, uHTS; 330,000 compounds, 0.29% hits; MIN6 cells proliferation, ATPlite luminescence, 48 h; cells starved in 0.2% serum; 100% = growth in 10% serum; proliferation, % at 10 µM; AID 2380, 2010;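 active = compounds whose signal lies at least 3.5 SD above the mean of all wells on their plate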;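 also: 0% = DMSO-treated cells in low-serum medium and 100% = 10% serum control; some compounds called inactive have numbers as strong as hits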
HKDC1 inhibitor – HKDC1 hexokinase inhibitors, primary screen, biochemical, fluorescence, uHTS | Q2TB90 | recombinant HKDC1, G6PDH/diaphorase resazurin coupled fluorescence | inhibition, % at 20 µM | 340,000 compounds, 0.16% hits;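 active = inhibition above about 35% when tested at 20 µM, limit read from the data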;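 also: plate controls were DMSO wells with enzyme for no effect and DMSO wells lacking enzyme for full effect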
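Assay system: recombinant HKDC1 hexokinase; detection: coupled resazurin fluorescence, excitation 525 nm, emission 613 nm; benchmarks: DMSO-plus-enzyme-mix negative control, buffer-substituted positive control; compound dosing: single 20 µM dose; schedule: 90 min at room temperature in dark; also added: glucose plus 1 mM ATP as hexokinase substrates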
SENP1 FRET inh – human SENP1 catalytic domain inhibitors, primary screen, biochemical, FRET, uHTS | Sentrin-specific protease 1 (Homo sapiens), Q9P0U3 | inhibition, % at 10 µM | recombinant SENP1 catalytic domain, CyPet-SUMO1-YPet FRET cleavage | 360,000 compounds, 0.21% hits;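 active = inhibition at least 30% at 10 µM, raw YFP signal under a set limit, fluorescence ratio 0.5 to 1.5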;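 also: 0% = enzyme with DMSO and 100% = no enzyme wells; some results filed as inactive read as strong as hits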
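Assay system – human recombinant His6-tagged SENP1 catalytic domain enzyme · Input – SENP1 enzyme, 20 pM final · Buffer or medium – Tris pH 8 buffer plus EDTA, NaCl, BME, BSA, NP40, catalase · Schedule – 50 min reaction at room temperature · Technique – FRET read of cyan and yellow fluorescence · Control set – no-enzyme wells low, DMSO-plus-enzyme wells high control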
SENP8 block-1 – SENP8 protease inhibitors, primary screen, biochemical, luminescence | Sentrin-specific protease 8 (Homo sapiens), Q96LD8 | purified SENP8, Z-RLRGG-aminoluciferin cleavage | inhibition, % at 10 µM | 330,000 compounds, 1.2% hits | AID 2540, 2010; in the data active = inhibition above about 50%
Target sequence (Q96LD8 whole entry, looked up): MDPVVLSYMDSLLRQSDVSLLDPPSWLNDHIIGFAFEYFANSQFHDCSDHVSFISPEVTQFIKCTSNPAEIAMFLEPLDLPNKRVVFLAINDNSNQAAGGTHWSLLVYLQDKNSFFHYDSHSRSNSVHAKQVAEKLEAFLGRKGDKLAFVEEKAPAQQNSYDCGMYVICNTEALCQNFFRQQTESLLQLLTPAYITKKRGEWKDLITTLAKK
SENP7 inh – SENP7 protease inhibitors, primary screen, biochemical, luminescence, uHTS | 330,000 compounds, 1.5% hits | inhibition, % at 5 µM | Sentrin-specific protease 7 (Homo sapiens), Q9BQF6 | recombinant SENP7, Z-RLRGG-aminoluciferin luminescence, 40 min;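 active = inhibition above about 50% at the single test dose, limit read from the data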;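 also: plate controls were DMSO with enzyme for no effect and no enzyme buffer wells for full effect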
SENP6 inh – SENP6 protease inhibitors, primary screen, biochemical, luminescence, uHTS | Recombinant SENP6 catalytic domain, aminoluciferin luminescence | inhibition, % at 10 µM | 330,000 compounds, 1.8% hits | AID 2599, 2010;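 active = inhibition above about 50% at the single tested dose, limit read from the data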;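 also: plate controls were DMSO wells with enzyme for no effect and DMSO wells lacking enzyme for full effect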
Target sequence (Q9GZR1 628-1112 limits assumed): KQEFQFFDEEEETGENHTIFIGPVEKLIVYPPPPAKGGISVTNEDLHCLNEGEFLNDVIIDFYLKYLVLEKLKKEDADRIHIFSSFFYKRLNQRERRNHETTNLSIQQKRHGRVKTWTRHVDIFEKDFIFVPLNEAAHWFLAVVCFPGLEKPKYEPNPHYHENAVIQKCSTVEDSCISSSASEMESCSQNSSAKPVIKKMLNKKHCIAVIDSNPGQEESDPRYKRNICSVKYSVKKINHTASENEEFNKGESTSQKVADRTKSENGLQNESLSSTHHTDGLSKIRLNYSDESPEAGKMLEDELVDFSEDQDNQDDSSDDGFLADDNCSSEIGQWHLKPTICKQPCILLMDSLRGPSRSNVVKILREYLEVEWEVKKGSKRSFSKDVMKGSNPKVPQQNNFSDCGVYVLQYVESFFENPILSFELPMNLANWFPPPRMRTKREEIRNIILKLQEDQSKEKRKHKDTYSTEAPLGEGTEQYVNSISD
UBC13 polyUb – UBC13 polyubiquitin chain formation inhibitors, primary screen, biochemical, TR-FRET, uHTS | inhibition, % at 20 µM | Ubiquitin-conjugating enzyme E2 N (Homo sapiens), P61088 | 330,000 compounds, 0.47% hits | AID 485273, 2010; in the data active = inhibition above about 45%, passing the limit was not always enough
Target sequence (P61088 whole entry, looked up): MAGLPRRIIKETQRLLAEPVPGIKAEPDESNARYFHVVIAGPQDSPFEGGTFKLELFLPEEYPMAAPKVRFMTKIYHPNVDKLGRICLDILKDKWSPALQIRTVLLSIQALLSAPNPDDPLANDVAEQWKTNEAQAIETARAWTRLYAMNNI
SENP8 block-2 – human SENP8 protease inhibitors, primary screen, biochemical, fluorescence, Nedd8 protein substrate, uHTS. Sentrin-specific protease 8 (Homo sapiens), Q96LD8. recombinant SENP8. inhibition, % at 20 µM. 360,000 compounds, 0.64% hits. AID 602440, 2012; in the data active = inhibition mostly above about 40%, no sharp cut-off; inactive = mostly below about 27%
Active calls of the source: *; x = no result given; & = joins results of further samples.

SMILES,PfGluPho inh,MIN6 prolif,HKDC1 inhibitor,SENP1 FRET inh,SENP8 block-1,SENP7 inh,SENP6 inh,UBC13 polyUb,SENP8 block-2
CC(=C/c1ccccc1)/C=N/NC(=O)c1ccc2nc[nH]c2c1,-9,-2,-7,0,0,4,9,-17,27
CC(OC(=O)CCC1CCCC1)C(=O)Nc1ccccc1[N+](=O)[O-] (stereo not drawn),3,2,0,2,3,2,-6,-6,21
CCC(=O)Nc1ccc(C(=O)OCC(=O)c2cccs2)cc1,-5,5,-4,2,-3,14,4,0,9
CCOC(=O)c1ccc(-c2c(-c3ccccc3OC)sc3ccc(OC)cc23)cc1F,8,-5,7,-3,-14,-3,-7,15,-125
O=C(CN1CCOCC1)Nc1ccc(Cl)cn1,-2,0,1,0,13,-4,-21,2,6
CCOC(=O)C1=C(C(=O)OCC)N(Cc2ccccc2)CCC1=O,-4,x,-11,3,x,x,x,x,-2
COc1cc(C(=O)NCc2cn3ccccc3n2)cc(OC)c1OC,2,-2,-4,-4,-10,18,-12,-6,-3
COc1ccc(/C=N/NC(=O)C(=O)NCc2cccnc2)cc1,3,-3,-11,-2,-17,-3,-9,-22,-8
CN(CCOc1ccc(Cl)cc1)Cc1cccc(S(=O)(=O)N(C)C)c1,-3,0,-5,-3,2,3,10,3,17
CCCOC(=O)c1c(NC(=O)C2CCCO2)sc(C(=O)OC)c1C (stereo not drawn),59*,1,-7,0,-7,-6,-2,0,3
Cc1ccc(-c2nn(-c3ccccc3)cc2C2CC(c3ccccc3)=NN2C(=O)CCC(=O)O)cc1 (stereo not drawn),-30,-1,-2,0,5,-5,9,-18,12
CC(=O)Nc1ccc(SC[C@H](Cc2ccccc2)N2CC[C@@H](C)CCC2=O)cc1,17,0,0,0,3,5,-6,9,6
CCN(CC)CCNC(=O)c1ccc(NC(=O)COc2ccc3c(c2)CCC3)cc1,14,-3,-6,2,1,7,-2,25,11
Cn1nnc(NC(=S)NC(=O)c2ccc(-c3ccc(Br)cc3)o2)n1,-24,-5,12,-1,-6,5,-25,-6,-22
O=C(NCc1ccc2c(c1)OCO2)C1CC(=O)N(C2CCCCCC2)C1 (stereo not drawn),-5,1,-15,3,-1,8,10,0,7

2 compounds picked at random from those above:
SMILES,PfGluPho inh,MIN6 prolif,HKDC1 inhibitor,SENP1 FRET inh,SENP8 block-1,SENP7 inh,SENP6 inh,UBC13 polyUb,SENP8 block-2
COc1cc(C(=O)NCc2cn3ccccc3n2)cc(OC)c1OC,2,-2,-4,-4,-10,18,-12,-6,-3
CCOC(=O)c1ccc(-c2c(-c3ccccc3OC)sc3ccc(OC)cc23)cc1F,8,-5,7,-3,-14,-3,-7,15,-125

(further entries)
SMILES,PfGluPho inh,MIN6 prolif,HKDC1 inhibitor,SENP1 FRET inh,SENP8 block-1,SENP7 inh,SENP6 inh,UBC13 polyUb,SENP8 block-2
Cc1cccc(NC(=O)c2cc(=O)[nH]c3ccccc23)c1,17,-5,-6,-1,-3,-7,-12,6,1
CCCC(=O)Nc1sc(C)c(C)c1C#N,13,-3,2,1,-9,-5,-11,8,7
Cc1noc(C)c1COc1ccccc1C(=O)N(C)CC(=O)Nc1ccc(F)cc1,-7,0,-2,2,-5,6,-18,-4,10
CCOC(=O)N1CCC(N2CCCC(CO)(Cc3cccc(Cl)c3)C2)CC1 (stereo not drawn),-19,-2,2,-121,-1,-2,-13,13,2
CCOC(=O)c1cc(C#N)c(SC(C)C(=O)NC2CCCCC2)nc1C (stereo not drawn),-7,-2,-3,-1,6,-9,2,-6,-15
O=C(CNS(=O)(=O)c1c(Cl)cccc1Cl)OCC(=O)c1ccc[nH]1,3,0,-4,2,-3,-9,-21,20,7
CC1CC(C)CN(C(=O)CSc2nnc(-c3ccc(F)cc3)o2)C1 (stereo not drawn),12,1,0,1,-2,-10,-5,8,10
CCOC(=O)c1oc2ccc(S(=O)(=O)N3CCOCC3)cc2c1C,-2,-1,2,2,0,-2,-18,2,26
CCOC(=O)c1c(N)ssc1=S,8,-2,-19,1,3,1,-5,1,29
Fc1ccc(OCc2nnc(-c3ccccc3Br)o2)c(Cl)c1,10,-1,-2,-5,5,3,4,1,-7
CC(C)N(Cc1nc(-c2ccc(Cl)cc2)no1)C(=O)c1cccs1,-1,-1,0,3,-4,-1,-16,13,21
Cc1ccc(S(=O)(=O)Nc2c(C)[nH]c(=O)[nH]c2=O)cc1C,-9,0,-12,2,9,4,13,-6,34
O=C(NNC1=NC2(CCCC2)Cc2ccccc21)c1cccnc1,1,-4,-13,2,-4,-5,-5,2,6
CC(C)(C)NC(=O)NC(=O)CSc1ccc(S(=O)(=O)N2CCCCC2)cn1,33,-3,-6,1,-17,-5,-17,-5,7
Cc1cc(C)cc(C(=O)N2CCN(c3ccccn3)CC2)c1,-26,1,2,1,-8,-3,-7,-5,4
O=C1C2C3C=CC([C@@H]2C(=O)N1c1nccs1)C31CC1 (stereo partly drawn),-21,0,-3,1,-11,-3,-22,0,8
O=C1C2CC=CCC2C(=O)N1Cc1nnc(-c2ccccc2Br)o1 (stereo not drawn),-8,-2,-2,6,4,0,-4,7,4
COc1cc2ccc(=O)oc2c(O[C@@H]2O[C@H](CO)[C@@H](O)[C@H](O)[C@H]2O)c1O,22&-7,-2&-3,-4&0,-33&-25,-7&2,4&0,4&-7,28&17,-476
Cc1ccccc1OC(=O)c1cccnc1,10,-3,-3,0,-5,-3,15,1,18
CCOc1ccccc1C(O)C1=CC(=O)c2ccccc2C1=O (stereo not drawn),10,x,15,-21,x,x,x,x,-39
O=[N+]([O-])c1cccnc1Sc1ccccc1Cl,-6,-4,-2,-1,3,-6,7,-2,22
CC(C)Oc1ccc(Cl)cc1Nc1nc(NCCO)nc(N2CCCC2)n1,12,-8,-2,0,-16,3,-22,60*,15
CCN(CC)S(=O)(=O)c1cccc(C(=O)NCC2(N3CCOCC3)CCCCC2)c1,3,2,-5,4,-11,15,-18,-3,7
CCOCCCNC(=O)c1cn2c3c(ccc(Cl)c3c1=O)OC(C)C2 (stereo not drawn),-14,-3,-2,3,-11,-1,-12,12,-290
Cn1nccc1C(=O)NC1CCCc2c1cnn2-c1cc(F)cc(F)c1 (stereo not drawn),-13,3,-2,1,-12,-11,-12,2,4
CCCCN1C(=O)CC(N2CCOCC2)C1=O (stereo not drawn),-20,-1,4,3,-1,-1,-21,-12,34
O=C(C(Cc1ccccc1)n1cccc1)N1CCN(c2cccc(Cl)c2)CC1 (stereo not drawn),23,-6,-1,3,3,3,-4,8,4
CC(C)(C)c1ccc(-c2nnc(SCC(=O)Nc3sc4c(c3C#N)CCCC4)o2)cc1,2,-4,-11,-3,-5,5,-24,15,-21
O=C(Cn1cc(C(F)(F)F)ccc1=O)Nc1ccc(N2CCOCC2)cc1,5,-1,0,1,3,0,2,2,10
CC(C)(CO)Cc1cc(C(C)(C)C)c(O)c(C(C)(C)C)c1,0,1,7,1,0,3,-6,-4,5
Cc1ccc(Nc2c(-c3ccc(N4CCOCC4)cc3)nc3cnccn23)cc1,-3,2,7,-37,0,6,-9,11,-468
C=CCn1c(COc2ccc(F)cc2)nnc1SCC(=O)NC(=O)NCc1ccco1,17,-1,0,-3,6,7,3,4,16
CC1(C)CC2CC(C)(CN2C(=O)COC(=O)c2cccnc2Cl)C1 (stereo not drawn),-5,-2,-3,-1,3,-4,6,16,3
COc1cc(NC(=O)C/C(C)=N/NC(=O)C(=O)NCCO)c(OC)cc1Cl,6,-2,-2,1,1,0,-6,2,18
CC(C)N(Cc1ccccc1)C(=O)COC(=O)c1c(F)cccc1F,2,-4,-3,1,2,4,2,4,8
CC(C)(C)c1ccc(NC(=O)COC(=O)c2ccc3ncsc3c2)cc1,-1,2,4,0,-11,6,-10,-11,-30
Cc1ccc(S(=O)(=O)NCc2ccco2)cc1C,12,-2,-2,0,3,-7,-7,5,21
O=C(COc1ccc(Cl)cc1)Nc1nnc(-c2ccc3c(c2)CCCC3)o1,-20,-6,-5,0,-5,19,-5,-21,-23
CCc1nc(SCC(=O)Nc2nnc(CC(C)C)s2)n[nH]1,-4,2,-7,3,-4,-2,5,2,12
C[C@@]12CC(=O)NC1N(C(=O)c1cccc(C(F)(F)F)c1)C(c1ccccc1O)C2 (stereo partly drawn),7,-1,1,-1,-14,-10,-14,-3,10
N#Cc1c(NC(=O)CSc2nnnn2C2CCCCC2)sc2c1CCCC2,-14,-4,-1,1,-1,1,-9,3,-2
CCCC(=O)c1c[nH]c(C(=O)NCCc2ccccn2)c1,-4,-3,0,2,2,-10,8,-4,12
CC1(C(=O)N/N=C/c2ccccc2)CC1(Br)Br (stereo not drawn),15,-1,-2,2,-13,-7,28,-11,36
C/C(Cn1nnc([N+](=O)[O-])n1)=N\NC(=O)c1ccccc1Cl,56,-3,-2,4,11,-3,29,-1,21
O=C(c1ccccc1)N(C(=O)c1ccccc1)c1ncnc2c1C(c1ccccc1)c1c(ccc3ccccc13)O2 (stereo not drawn),-4,-6,9,1,5,13,17,-18,4
CC(=O)N1C[C@H]2CON(C)[C@H]2C[C@H]1c1cccc(-c2ccccc2)c1,13,x,-6,0,x,x,x,x,-2
CC(=O)Nc1ccc(OCC(O)Cn2nc(C)c(C)c2C)cc1 (stereo not drawn),-10,-1,-6,1,4,5,-4,4,24
Cc1ccc(NC(=O)CN(C)C(=O)c2ccc(OCc3cn4ccccc4n3)cc2)cc1,-7,0,-3,-2,-3,-5,-4,-15,-43
Cc1sc(NC(=O)C2CSC3(C)CCC(=O)N23)nc1-c1ccc(F)cc1 (stereo not drawn),8,-3,1,-1,-6,-5,-4,-2,-4
O=C(Cn1ccc2ccccc2c1=O)NCC(=O)Nc1ccc(F)cc1F,9,0,-5,2,-6,11,-8,6,-14
Cc1ccc(CNC(=O)c2cc3c(-c4ccc(Cl)cc4)nn(C)c3s2)o1,36,-8,-1,2,2,4,-4,2,-375
C=CCC(C)(NCc1ccccc1)c1ccco1 (stereo not drawn),0,-4,-4,1,0,-10,0,-3,20
Cc1cc(C)c(S(C)(=O)=O)c(Oc2ccc(F)cc2)n1,1,-2,-5,0,-4,2,-22,2,14
CCOc1ncccc1C(=O)Nc1ccc(S(=O)(=O)N2CCCC2)cc1,-2,2,-6,1,4,8,-11,6,17
O=C1CCCc2nc(NCc3ccco3)ncc21,8,0,-3,2,-7,-17,-20,-2,-29
O=C1NCCN1Cc1ccc(Cl)cc1,8,1,-6,0,-11,-7,-23,-2,8

Random draw from the library (roughly 4% active in at least one column).
